Mito fusion yeast: blocks mitochondrial division or promotes mitochondrial fusion; AID 485298; S. cerevisiae fusion-defective mutant growth rescue, CellTiterGlo 48 h; Potency, µM (top dose mostly 46.1 µM), for inactives: at the highest dose growth rescue (activation), usual class: activators; 320,000 compounds, 0.23% hits;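 further: potency means the concentration at half of the fitted maximal effect; % of control where 0% means no effect; nearly all actives have a fitted effect of over 45% in size; temperature-sensitive fusion mutants such as fzo1-1 at 37 °C on non-fermentable ethanol glycerol medium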
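Read-out: ATP-based luminescence (CellTiterGlo, 10 min ambient) reporting growth of fusion-defective ts yeast after 48 hours at 37C on glycerol/ethanol YPEG medium in the presence of compound.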
RORgamma inh: inhibitors of mouse ROR gamma transcriptional activity. P51450. Drosophila S2 Gal4-RORgamma UAS-luciferase reporter, 20 h. Potency, µM (titrated, usually from 53.6 µM), without a hit: top-dose activity change, negative = inhibition, hits mostly inhibitors. 310,000 compounds, 5.4% hits. AID 2551; further: potency means the concentration at half of the fitted maximal effect; on the % scale 0 is the no-effect control and ±100 the full control effect; nearly all actives have a fitted effect of over 60% in size
Target sequence (P51450 whole entry, looked up, the tested form may be a part): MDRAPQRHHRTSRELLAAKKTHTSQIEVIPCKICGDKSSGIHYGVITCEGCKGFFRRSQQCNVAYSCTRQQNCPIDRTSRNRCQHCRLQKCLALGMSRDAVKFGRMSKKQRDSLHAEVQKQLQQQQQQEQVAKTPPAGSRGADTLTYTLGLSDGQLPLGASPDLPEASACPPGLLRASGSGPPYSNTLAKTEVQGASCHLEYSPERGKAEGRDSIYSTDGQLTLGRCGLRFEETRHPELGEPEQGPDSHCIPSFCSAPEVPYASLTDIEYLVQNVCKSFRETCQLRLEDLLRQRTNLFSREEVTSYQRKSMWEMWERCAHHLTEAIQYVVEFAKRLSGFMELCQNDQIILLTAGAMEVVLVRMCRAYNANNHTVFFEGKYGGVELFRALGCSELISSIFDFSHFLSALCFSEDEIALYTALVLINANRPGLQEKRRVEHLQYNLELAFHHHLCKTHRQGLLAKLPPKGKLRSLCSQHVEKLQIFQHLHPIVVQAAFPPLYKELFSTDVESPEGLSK
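Read-out: Photinus luciferase luminescence; inhibitors lower reporter signal. Insect Schneider cells with Gal4-ROR gamma fusion under metallothionein promoter, UAS reporter; 700 uM final copper sulfate induction, 20 hr, ambient temperature.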
KCNH2 3.1 block: blocks the human KCNH2 3.1 channel isoform. 340,000 compounds, 0.95% hits. AID 720553. U2OS KCNH2 3.1, thallium flux FluxOr; active compounds read low. activity change, % (tested at about 1.8 µM);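 active means maximum activity change below -70%; inconclusive means maximum activity change from -70% to -50%; inactive means maximum activity change above -50%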;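 further: thallium influx rate constant from kinetic fluorescence after stimulation buffer; on the % scale 0 is the no-effect control and ±100 the full control effect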
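Thallium flux read-out: FluxOr dye with Red40 quencher in HBSS/HEPES, 45 min at RT. Rate constants from kinetic reads were normalized to positive and negative DMSO controls. Cells: U2OS virally expressing the 3.1 isoform.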
PKM2 activator: activators of human pyruvate kinase M2 | P14618 | purified PKM2, Kinase-Glo ATP luminescence, activation; response scale: 0% is enzyme alone, no compound | Potency, µM (top dose mostly 57.5 µM), for inactives: at the top dose activation, most hits filed as activators | 260,000 compounds, 0.34% hits | AID 1631; further: potency means the concentration at half of the fitted maximal effect; on the % scale 0 is the no-effect control and ±100 the full control effect; nearly all actives have a fitted effect of over 55% in size
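hPK-M2, >95% pure; 0.1 mM ADP / 0.5 mM PEP final; imidazole pH7.2 buffer w/ 7 mM MgCl2, 50 mM KCl; 1 h RT; Kinase-Glo lum. Intermediate enzyme activity for dual inhibitor/activator qHTS.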
VP16 counter: Gal4-VP16 reporter inhibition counter-screen. Drosophila S2 Gal4-VP16 UAS-luciferase, luminescence, 20 h. Potency, µM (highest dose often 53.6 µM), for inactives: at the highest dose activity, negative = inhibition, actives largely listed as inhibitors. 310,000 compounds, 3.5% hits. AID 2546;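 further: Gal4-VP16 expression switched on by copper sulfate through the metallothionein promoter; potency means the concentration at half of the fitted maximal effect; on the % scale 0 is the no-effect control and ±100 the full control effect; nearly all actives have a fitted effect of over 50% in size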
NPC1 prom act: activates the NPC1 promoter; Huh7 NPC1 promoter luciferase reporter, 24 h; Potency, µM (titrated, usually from 9.22 µM), for inactives: at the highest dose activation, actives largely listed as activators; 320,000 compounds, 2.4% hits;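 further: potency means the concentration at half of the fitted maximal effect; % of control where 0% means no effect; nearly all actives have a fitted effect of over 60% in size; reporter is driven by a mutant NPC1 promoter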
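Huh7 cells stably carrying NPC1 promoter–luciferase, plated in Opti-MEM with 10% FBS for 2 h, were exposed to compound in DMSO for 24 h at 37 °C; luciferase reagent was added for 10 min and luminescence read.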
Rab9 prom act: activates the Rab9 promoter; Huh7 Rab9 promoter-luciferase reporter, luminescence, 24 h; 320,000 compounds, 2.8% hits; Potency, µM (highest dose often 9.22 µM), for inactives: at the top dose activation, negative = inhibition, hits mostly activators; AID 485297; further: potency means the concentration at half of the fitted maximal effect; % of control where 0% means no effect; nearly all actives have a fitted effect of over 60% in size
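Stable Rab9-luc Huh7, 1500 cells/well, 2 h settle; cmpd in DMSO, 24 h, 37 °C/5% CO2; luciferase reagent 10 min RT; luminescence.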
Menin MLL FP TR: displaces Texas Red mutant MLL peptide from human menin. O00255. Potency, µM (titrated, usually from 61.6 µM), for the others: top-dose FP activity change, negative = inhibition, actives largely listed as inhibitors. 270,000 compounds, 0.23% hits. Menin + Texas Red MLL mutant peptide, fluorescence polarization; active means well fitted inhibition curve with a large enough effect in the polarisation, with a control signal flat, not every such curve was filed as active; inconclusive means small, poorly fitted or top-dose-only effect, or effect the other way, or a change in a side signal; inactive means no such curve, though single readings can be large or run the other way; the % refers to the polarisation; further: potency means the concentration at half of the fitted maximal effect; % of control where 0% means no effect; many of its hits are not listed in these tables
Target sequence (O00255 whole entry, looked up): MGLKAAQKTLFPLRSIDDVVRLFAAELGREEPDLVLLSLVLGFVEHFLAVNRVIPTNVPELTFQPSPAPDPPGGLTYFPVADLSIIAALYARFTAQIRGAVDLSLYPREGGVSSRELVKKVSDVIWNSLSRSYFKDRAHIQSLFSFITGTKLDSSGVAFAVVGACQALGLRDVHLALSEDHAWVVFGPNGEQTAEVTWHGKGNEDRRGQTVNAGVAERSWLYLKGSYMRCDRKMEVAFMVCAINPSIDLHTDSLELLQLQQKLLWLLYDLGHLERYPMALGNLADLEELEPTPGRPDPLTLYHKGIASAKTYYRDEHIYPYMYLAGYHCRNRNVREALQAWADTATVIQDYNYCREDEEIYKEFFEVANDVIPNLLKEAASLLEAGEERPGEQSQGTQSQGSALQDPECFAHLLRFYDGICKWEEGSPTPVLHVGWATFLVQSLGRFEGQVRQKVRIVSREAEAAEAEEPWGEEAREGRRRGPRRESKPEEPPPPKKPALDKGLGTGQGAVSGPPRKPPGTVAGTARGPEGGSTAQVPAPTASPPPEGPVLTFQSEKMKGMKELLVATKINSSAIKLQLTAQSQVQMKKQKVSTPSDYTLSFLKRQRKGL
MBNL1-CUG inh: MBNL1-poly(CUG) RNA binding inhibition. Q9NR56. TR-FRET MBNL1-His/biotin-(CUG)12 binding, 665/545 ratio. Potency, µM (top dose mostly 57.5 µM), for the others: at the top dose activity change, negative = inhibition, hits mostly inhibitors. 280,000 compounds, 0.036% hits. AID 2675; active means well fitted inhibition curve with a large enough effect in the signal ratio, with a control signal flat, not every such curve was filed as active; inconclusive means small, poorly fitted or top-dose-only effect, or effect the other way, or a change in a side signal; inactive means no such curve, though single readings can be large or run the other way; the % refers to the signal ratio; further: potency means the concentration at half of the fitted maximal effect; on the % scale 0 is the no-effect control and ±100 the full control effect
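Ratiometric TR-FRET (665 over 545 nm, excitation 340 nm) tracks disruption of MBNL1-His/biotin-(CUG)12 complex after 60 min at room temperature, with compounds at 92 nM to 58 uM final.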
ELG1 repair inh: ELG1-dependent DNA repair inhibition | Potency, µM (titrated, usually from 46.1 µM), for the others: at the highest dose activity change, negative = inhibition, usual class: inhibitors | HEK293T ELG1-luciferase reporter, luminescence, 16 h; DNA damage induced by 5-fluorouridine | 330,000 compounds, 2.3% hits | AID 504467; further: potency means the concentration at half of the fitted maximal effect; on the % scale 0 is the no-effect control and ±100 the full control effect; nearly all actives have a fitted effect of over 55% in size
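5-Fluorouridine DNA damage + compound/DMSO, 2,000 cells/well, 16 h, 37 °C/5% CO2. ONE-Glo, 30 min RT, luminescence. Readout = decrease in reporter signal.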
FLuc modulator: counter-screen for miR-21 project: firefly luciferase inhibitors or activators; P08659; purified FLuc, Km substrates, luminescence inhibition; Potency, µM (titrated, usually from 57.5 µM), without a hit: top-dose activity change, negative = inhibition, actives largely listed as inhibitors; 360,000 compounds, 6.9% hits;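 further: potency means the concentration at half of the fitted maximal effect; plate controls were vehicle for no effect and reference inhibitor for full effect; nearly all actives have a fitted effect of over 55% in size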
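Purified P. pyralis luciferase, 10 nM final, with Km-level 10 uM D-luciferin and 10 uM ATP in 50 mM Tris acetate pH 7.5, 10 mM Mg acetate, 0.01% Tween-20, 0.05% BSA; 6-point qHTS titration about 60 µM downward; luminescence read.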
* hit, by the source's call; u = inconclusive; x = not tested or not shown; & = joins results of further samples; [ ] = dose if it differs, or a comment. Unless noted, the call rests on the fitted dose curve; in most records, active means well fitted curve in the direction sought with a large enough effect; inconclusive means small, poorly fitted or top-dose-only effect, or another doubt; inactive means no such curve, though single readings can be large; an effect the other way counts as inactive or inconclusive. An excerpt. The share of hits here may be higher or lower than overall.

SMILES	Mito fusion yeast	RORgamma inh	KCNH2 3.1 block	PKM2 activator	VP16 counter	NPC1 prom act	Rab9 prom act	Menin MLL FP TR	MBNL1-CUG inh	ELG1 repair inh	FLuc modulator
COc1cccc(NC(=O)C(Sc2nnc(Nc3ccccc3C)s2)c2ccccc2)c1 (stereo not given)	22.9%	19.4%	8.5	25.9%	-4.7%	-0.1%	-5.1%	u	u	u	6.2%
Cn1c(=O)cc(OCC(=O)NCCCN2CCN(c3cccc(Cl)c3)CC2)c2ccccc21	-5.6%	-17.3%	-5.0	-1.9%	-1.5%	-1.7%	-0.4%	-9.3%	-13.3%	-7.4%	3.0%
COc1ccc(-c2csc(NC(=S)NC(=O)c3cccs3)n2)cc1OC	-5.4%	4.47µM*	-1.6	-13.0%	14.1µM*	-3.2%	-5.2%	u	-3.3%	20.6µM*	u
O=C(O)C1CCC(Cn2c(SCc3cc(=O)n4ccccc4n3)nc3ccsc3c2=O)CC1 (stereo not given)	-1.6%	20.0%	11.2	-1.1%	-1.3%	-1.8%	-2.9%	1.8%	-9.0%	-18.4%	-10.3%
CCc1ccc(NC(=O)C2C3/C=C\CCCCC32)cc1 (stereo not given)	-9.1%	-11.1%	7.5	-8.2%	-8.4%	4.47µM*	3.16µM*	-9.2%	1.1%	u	u
CCCCn1nnnc1NCc1cc(OC)c(OC)c(OC)c1	-3.6%	26.5%	-3.9	-4.2%	7.0%	9.6%	-1.6%	11.9%	-14.1%	-26.2%	1.0%
N#CCC(=O)NC(=O)NCC1CC1	-5.1%	1.0%&11.2%	-2.9	14.2%&5.0%	-11.9%&9.6%	-2.7%	1.9%	6.7%&1.7%	-9.3%	14.9%	2.9%
Cn1c(=O)cc(OCC(=O)NCc2cccs2)c2ccccc21	-0.3%[9.22 µM]	-3.7%	x	-4.1%	15.5%	-3.0%	17.1%	-17.4%	-3.5%	u	-9.1%
O=C(/C=C/c1ccco1)OCC1CCCN2CCCCC12 (stereo not given)	1.1%	9.4%	31.1	-8.9%	-9.3%	-6.8%	-7.8%	-9.0%	u	-4.2%	-6.2%
COc1cc2nc(CC(C)C)n(NC(=O)c3ccccc3Br)c(=O)c2cc1OC	1.8%	29.8%	-3.6	1.7%[11.5 µM]	-0.3%	1.1%	5.4%	42.9%[activator]	0.7%	-25.0%	-0.2%
O=C(c1ccc(F)cc1)N(C(=O)c1ccc(F)cc1)c1ncccn1	12.8%	1.0%	9.1	4.2%	8.2%	-2.5%	-4.8%	-2.0%	3.3%	-1.1%	0.1%
COc1ccc2c(c1)c1ncn(Cc3ccco3)c(=O)c1n2C	3.3%	24.1%	-12.5	1.26µM*	u	5.6%	0.9%	25.3%	u	16.4µM*	u
Brc1ccc(/C=N/c2nc3ccccc3n2CCN2CCOCC2)cc1	-2.6%	25.1%	1.3	-0.4%	1.6%	-2.0%	-0.9%	1.5%	-5.3%	-0.5%	23.9µM*
COc1cc(C(=O)N2CCN(C3CCCCC3)CC2)cc(OC)c1OC	1.9%	-8.0%	4.4	-6.4%	-4.3%	-0.9%	-4.4%	2.7%	-9.7%	11.2%	-0.8%
O=C(Nc1ccc(Cl)cc1)Nc1nnc(CSc2ccc(Cl)cc2)s1	-2.3%	2.2%	-0.4	-0.3%	8.1%	7.4%	-10.2%	-29.6%	-1.9%	3.5%	-0.6%
Cc1onc(-c2ccccc2Cl)c1C(=O)N1C=CC(C(F)(F)Cl)=NCC1	3.5%	15.7%	1.8	0.0%	1.8%	-3.4%	2.8%	26.4%	-4.1%	-9.3%	0.9%
O=S(=O)(Nc1nc2ccccc2nc1Cl)c1ccccc1	6.3%	u	16.6	-2.5%	-16.6%	1.0%	-0.6%	5.8%	78.5%[activator]	-5.5%	-5.9%
Cc1ccccc1CSc1nc(-c2ccccc2)cc(=O)[nH]1	0.2%	-38.9%	-7.0	-2.1%	3.2%	-3.5%	-5.8%	-0.1%	6.7%	4.8%	3.4%
Cc1ncc([N+](=O)[O-])n1CC(=O)Nc1ccccc1F	-0.3%	-31.9%	9.0	-2.4%	-20.2%	-0.6%	-0.7%	-0.8%	7.5%	8.7%	3.3%
COc1cccc(-c2ncc3ccccc3c2COC(=O)c2ccc(C(C)(C)C)cc2)c1	-3.7%	x	-17.8	x	x	-0.2%	-7.4%	x	x	-24.4%	-2.2%
O=C(C1CC1)N1CCc2cc(S(=O)(=O)NC3CCN(Cc4ccccc4)CC3)ccc21	1.2%	44.7%	-0.2	-35.7%	0.6%	5.0%	-3.8%	u	-2.9%	-17.4%	2.4%
Cc1cc(C)c(NC(=O)C2CC(=O)N(c3ccc4c(c3)OCCO4)C2)c(C)c1 (stereo not given)	-4.9%	18.5%	-6.2	11.1%	2.2%	-0.7%	-0.7%	-4.1%	-1.2%	2.5%	-2.4%
COc1ccc(C)cc1NC(=O)COC(=O)C1CCN(C(=O)c2ccc(Cl)cc2)CC1	-3.5%	-1.7%	-22.4	1.0%	-23.8%	-1.1%	-1.0%	-28.6%	-3.0%	1.0%	-0.5%
O=S(=O)(Nc1nc2ccccc2[nH]1)c1ccc2ccccc2c1	-1.8%	u	25.6	0.8%	-3.8%	-2.0%	-3.5%	x	-2.2%	2.0%	-1.7%
COc1cc(OC)cc(C(=O)NCC(=O)N2CCCCC2)c1	2.4%	-3.9%	-3.4	-1.6%	-9.3%	-1.0%	9.5%	-8.2%	-9.4%	u	-1.7%
Carrying on:
SMILES	Mito fusion yeast	RORgamma inh	KCNH2 3.1 block	PKM2 activator	VP16 counter	NPC1 prom act	Rab9 prom act	Menin MLL FP TR	MBNL1-CUG inh	ELG1 repair inh	FLuc modulator
COc1ccc(-c2c(-c3cc(OC)cc(OC)c3)n(C)c3ccc(-c4cc(F)cc(OC)c4)cc23)cc1	-12.0%	x	-4.8	x	x	-1.4%	-4.0%	x	x	12.1%	1.8%
O=C(COC(=O)/C=C/c1ccc(OC(F)F)cc1)NC(=O)NCc1ccccc1	4.4%	x	1.2	x	x	-0.9%	-2.2%	x	x	17.9%	-2.4%
Cc1cc(C(=O)CSCCCn2c(=O)[nH]c3ccccc32)c(C)n1C	-2.1%	-20.4%	-9.5	14.2%	5.1%	-2.7%	-3.4%	-21.1%	5.3%	-9.8%	1.7%
O=C(Nc1ccc([N+](=O)[O-])cc1)N1CCc2ccccc2C1	-1.2%	33.5%[1.91 µM]	-5.9	-1.5%	-3.8%	23.4%	u	u	u	u	u
CC(O)CNCc1cccc2ccccc12 (stereo not given)	-5.6%	-36.0%	-1.3	-1.0%	-2.5%	0.9%	-2.2%	-7.3%	-3.8%	-2.2%	5.3%
O=C(CCC(=O)N1CCN(c2ccc(C(F)(F)F)cn2)CC1)c1cccs1	3.4%	x	5.5	x	x	-2.1%	-4.8%	x	x	-9.7%	2.6%
CCn1c(-c2ccc(N(C)C)cc2)nc2ccccc21	-10.6%	6.31µM*	-18.8	-1.1%	u	u	u	u	0.8%	u	0.849µM*
NS(=O)(=O)c1ccc(NC(=O)CN2CCN(S(=O)(=O)c3ccc(F)cc3)CC2)cc1	-0.9%	u	-4.3	x	-4.2%	-6.0%	5.0%	x	-0.4%	14.0%	1.4%
CC(C)(C)c1ccc(C(=O)c2c[nH]c(C(=O)NCCc3ccccn3)c2)cc1	-18.0%	-3.9%	-24.2	-13.4%	-20.2%	18.9%	21.7%	u	-8.3%	u	u
Cc1cc(N2CCOCC2)n2nc(C)c(-c3ccc(Cl)cc3)c2n1	-4.2%	11.0%	-4.6	x	-3.6%	1.4%	-0.5%	-11.8%	1.0%	7.1%	-5.1%
COc1ccccc1C(=O)OCC(=O)NC1CCCC1	13.3%	-13.4%	2.4	x	1.8%	9.0%	3.3%[1.84 µM]	-27.5%	-10.6%	u	-18.1%
CCOc1ccc(C(=O)NCC(=O)NCC(c2ccco2)N2CCCCC2)cc1 (stereo not given)	5.1%	x	3.5	x	x	-1.5%	-0.1%	x	x	u	2.2%
CC(C)(C)c1ccc(C(=O)N2CCC(C(=O)N3CCCCC3)CC2)cc1	-11.0%	17.5%	-0.1	x	-7.9%	-0.6%	21.4%	-19.3%	-0.7%	-0.1%	1.1%
